# TAG inh – triacylglycerol accumulation inhibition. H9c2 cells, Nile Red lipid (TAG) fluorescence; cells loaded with 200 µM oleic acid. inhibition, % at 12.5 µM. hit rate 0.66% among 230,000. AID 651582;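 active = pattern-corrected inhibition of lipid staining of at least 50% with the nuclear-stain viability signal not falling by more than 50%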;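 also: 0% = DMSO wells and 100% = triacsin C control wells; some results filed as inactive read as strong as hits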
# TAG inh DAPI viability – also measured in TAG inh; calls as there; DAPI nuclei signal change (viability), lower = more cytotoxic, %;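 whole-well DAPI fluorescence read on a plate reader as a viability signal; minus 50 percent equals half of cells still viable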
# Active calls of the source: *; i = inactive. Only part of the results is shown. The share of hits here may be higher or lower than overall.
SMILES,TAG inh,TAG inh DAPI viability
CC1(C)Cc2c(sc3c2c(=N)n(Cc2ccco2)c(=O)n3Cc2ccc(F)cc2)CO1,10,-13
COC(=O)C1=C(C)Nc2nc3ccccc3n2C1c1ccccc1F (configuration not stated),1,-4
CSc1ccc(CN(C)C(=O)c2ccc(S(=O)(=O)Nc3ccccc3)cc2)cc1,9,3
COc1ccc(Nc2ncnc3sc(-c4ccccc4)cc23)c(OC)c1,12,2
CCN1CCN(c2nc3c(c(=O)[nH]c(=O)n3C)n2CCSc2nc3ccccc3s2)CC1,15,-4
C=CC[C@@H](CC(=O)N(CCO)Cc1ccccc1)C(=O)NCCOC(=O)[C@H](CC=C)CC(=O)OC(C)(C)C,-6,2
CCOc1ccc(S(=O)(=O)N(CC(=O)N/N=C/c2ccc(-c3ccc([N+](=O)[O-])cc3)o2)c2ccccc2)cc1,17,4
COc1ccc2c(c1)c(=O)oc1c(C)c(OCC(=O)N3CCc4ccccc4C3)ccc12,-13,7
COC(=O)c1[nH]c(C)c(/C(O)=C2\C(=O)C(=O)N(CCN3CCOCC3)C2c2ccccc2OC)c1C (configuration not stated),1,-6
COc1ccc(CNC(=O)c2ccc(-c3cnn(C)c3)c3ccoc23)cc1OC,12,-10
CCOc1cc(S(=O)(=O)n2c(C)nc3ccccc32)ccc1F,-5,13
S=C(NCCCn1ccnc1)Nc1cccc(Cl)c1,8,2
C#CCN1C=CC(=O)[C@@H](OC(=O)NCCC)[C@H]1c1ccccc1Br,-7,-9
COc1ccc(NC(=O)CSc2nc(C)cs2)cc1OC,-7,-4
O=C(CSc1nc2ccccc2o1)Nc1nc2ccccc2s1,-9,-1
COCCn1c(SCC(=O)NCC2CCCO2)nc2c([nH]c3ccccc32)c1=O (configuration not stated),1,3
CC1CN(C2CCCCC2)C(=O)NC1=O (configuration not stated),-8,6
O=C(NCc1ccc(Cl)cc1)c1ccc(Cn2cc(C(F)(F)F)ccc2=O)cc1,-42,2
COc1ccc(NC(=S)Nc2cccc(C(C)=O)c2)cc1OC,5,0
CC(C)(C)C(=O)NC(=S)Nc1ccccc1C(=O)NC1CCCCC1,-4,1

# Grouped by structure, those above with a carbonyl joined to an NH by a bond outside any ring (nine)
SMILES,TAG inh,TAG inh DAPI viability
C=CC[C@@H](CC(=O)N(CCO)Cc1ccccc1)C(=O)NCCOC(=O)[C@H](CC=C)CC(=O)OC(C)(C)C,-6,2
CCOc1ccc(S(=O)(=O)N(CC(=O)N/N=C/c2ccc(-c3ccc([N+](=O)[O-])cc3)o2)c2ccccc2)cc1,17,4
COc1ccc(CNC(=O)c2ccc(-c3cnn(C)c3)c3ccoc23)cc1OC,12,-10
C#CCN1C=CC(=O)[C@@H](OC(=O)NCCC)[C@H]1c1ccccc1Br,-7,-9
COc1ccc(NC(=O)CSc2nc(C)cs2)cc1OC,-7,-4
O=C(CSc1nc2ccccc2o1)Nc1nc2ccccc2s1,-9,-1
COCCn1c(SCC(=O)NCC2CCCO2)nc2c([nH]c3ccccc32)c1=O (configuration not stated),1,3
O=C(NCc1ccc(Cl)cc1)c1ccc(Cn2cc(C(F)(F)F)ccc2=O)cc1,-42,2
CC(C)(C)C(=O)NC(=S)Nc1ccccc1C(=O)NC1CCCCC1,-4,1

# The list goes on:
SMILES,TAG inh,TAG inh DAPI viability
Fc1ccc(-n2ncc3c(SCc4cccnc4)ncnc32)cc1,-12,-6
O=C(CSc1n[nH]c(-c2ccccc2Br)n1)NCCN1C(=O)CSC1=O,3,-6
Cc1ccc(CN2CCSc3ccc(C(=O)NCc4ccco4)cc32)cc1,14,61
Cc1cc2c(sc3c(C)ccc(C)c32)c(C)n1,0,5
O=C(CSc1ccc(F)cc1)NCC1(N2CCOCC2)CCCCC1,-18,1
COc1ccc(NC(=O)c2ccc(-c3ccccc3Cl)o2)cc1,8,3
COC(=O)CSc1nnc(CNC(=O)c2cc(OC)cc(OC)c2)n1-c1ccc(F)cc1,2,-4
Cc1cc(/C=C2\SC(=Nc3ccccc3)NC2=O)c(C)n1-c1ccc(S(N)(=O)=O)cc1,34,-11
CC(=O)CSc1nc2c(c(=O)[nH]c(=O)n2C)n1CCCc1ccccc1,2,0
O=C(O)CC(CC(=O)Nc1ccc(-n2ccc(C(F)(F)F)n2)cc1)c1ccccc1 (configuration not stated),6,2
Oc1c(CN2CCOCC2)cc(-c2ccccc2)cc1CN1CCOCC1,-11,5
O=C1COc2ccc(C(=O)COC(=O)CNS(=O)(=O)c3cccc(F)c3)cc2N1,11,7
CC(C)(C)n1ncc2c(=O)n(CC(=O)N3CCCCCC3)cnc21,4,-11
O=S(=O)(c1ccc(Cl)cc1)N1CCCc2ccccc21,-22,-5
Cc1ccc(S(=O)(=O)N2CCOC2CNC(=O)C(=O)NCc2ccc(Cl)cc2)cc1 (configuration not stated),0,11
O=C(/C=C/c1ccc(F)cc1)N1CCN(c2ccccn2)CC1,16,-8
CCNC(=O)N1C(CC(=O)OCC)C(=O)NC2CCCCC21 (configuration not stated),2,-3
CC(=O)Nc1ccc(S(=O)(=O)N(C)CC(=O)NNC(=O)c2cccs2)cc1,5,-3
COc1ccc(-n2nc3c(c2NC(=O)C24CC5CC(CC(C5)C2)C4)CS(=O)C3)cc1 (configuration not stated),12,-12
CCOC(=O)C1C(=O)OC2(CCOC(C)(C)C2)C1C(=O)OCC (configuration not stated),-16,-1
CC(C)OC(=O)c1c(N)n(CCCN2CCOCC2)c2nc3ccccc3nc12,-7,125
Cc1ccc(NC(=O)CN(C)S(=O)(=O)c2cccc3cccnc23)cc1,-10,4
CCC(C)C(N)C1=NC(C(=O)N[C@@H](CC(C)C)C(=O)N[C@H](CCC(=O)[O-])C(=O)N[C@H](C(=O)N[C@H]2CCCCNC(=O)[C@H](CC(N)=O)NC(=O)[C@@H](CC(=O)[O-])NC(=O)[C@H](Cc3cnc[nH]3)NC(=O)[C@@H](Cc3ccccc3)NC(=O)[C@H]([C@@H](C)CC)NC(=O)[C@@H](CCCN)NC2=O)[C@@H](C)CC)CS1.[Zn+2] (some centres not stated),7,-11
OC[C@@H]1CN(Cc2ccc(Cl)cc2)C[C@H](n2cnc3c(NC4CCCC4)ncnc32)O1,16,6
COC(=O)C1=C(C(=O)OC)[C@@H]2N(Cc3ccccc3)c3ccccc3[C@@]23C[C@@H](C(=O)OC)N(C(=O)COCc2ccccc2)C3=N1,-13,1
CC(=O)N1CSCC1C(=O)NNS(=O)(=O)c1cccc(C(F)(F)F)c1 (configuration not stated),8,-4
Cc1nnnn1/C(=C\c1ccccc1)C(=O)OCC(=O)N1CC2(C)CC1CC(C)(C)C2 (configuration not stated),1,13
O=C(Nc1ccc2ccccc2c1)N1CCCN(CCOc2ccccc2)CC1,2,2
Cc1ccn2cc(C(=O)N3CCN(c4cnn(-c5ccccc5)c(=O)c4Cl)CC3)nc2c1,5,0
N#CCOc1nc(N2CCCC2)nc(N2CCCC2)n1,-7,9
CC(Oc1ccc(Br)cc1)C(=O)Nc1ccc(N2CCOCC2)cc1N1CCOCC1 (configuration not stated),3,-8
COc1ccc(C=O)cc1COc1ccc(C)cc1[N+](=O)[O-],3,-7
CCOc1ccc(-c2nc[nH]c2[N+](=O)[O-])cc1,-4,10
Cc1ccc(NC(=O)COC(=O)c2ccc(Br)o2)cc1S(=O)(=O)N1CCCCC1,-16,-3
O=S(=O)(Nc1ccc2nc(N3CCOCC3)sc2c1)c1ccc(Cl)cc1,3,3
CC(C)(Oc1ccc(Cl)cc1)C(=O)OCC(=O)N1CCN(c2ccccc2)CC1,4,0
CCCCn1nnnc1NCc1ccc(C)s1,-7,19
Cc1ccc2cc(CCNC(=O)c3cc4ccccc4o3)c(=O)[nH]c2c1C,-13,-2
Cc1ccc(C)c(S(=O)(=O)Nc2ccc(-n3cnnn3)cc2)c1,-4,-3
COc1ccc(C(=O)N/C(=C/c2ccco2)C(=O)NC2CCS(=O)(=O)C2)cc1 (configuration not stated),-7,1
CC(C)c1ccccc1NC(=S)NC(C)c1ccccc1 (configuration not stated),-44,6
C[C@H](NC(=O)c1ccccc1Cl)C(=O)NCc1cccs1,9,-9
Cc1ccc(C(=O)CSc2ccc(-c3ccncc3)nn2)cc1,-20,-3
O=C(NCc1ccco1)C(=O)c1cn(CC(=O)N2CCCCCC2)c2ccccc12,14,3
O=C(NCc1ccco1)c1ccc2ccccc2n1,-11,2
Cc1ccc(-c2nc(C)c(C(=O)O)s2)cc1,-5,11
CCOc1ccc(NC(=O)N2CCC(NC(=O)c3ccco3)CC2)cc1,-3,-7
O=C(CNc1n[nH]c(=O)[nH]c1=O)N/N=C/C=C/c1ccccc1,-1,-1
Cc1ccc(SC(C)c2nc(-c3ccccc3)no2)cc1 (configuration not stated),7,3
CCOCc1nnc(NC(=O)c2cc(C(=O)OC)cc([N+](=O)[O-])c2)s1,6,-1
Cc1cc(Cl)c(C)c(S(=O)(=O)N2CCN(C(=O)C3CCCO3)CC2)c1Cl (configuration not stated),-7,-2
COCCNc1nnc(SCC(=O)c2cc(C)n(C3CC3)c2C)s1,-3,3
CCCCCn1c(CNC(=O)CCC)nc2ccccc21,-2,8
O=C(CCc1nnc(CCCCc2ccccc2)o1)N1CCN(CCO)CC1,8,0
O=C(c1cc2c(s1)-c1ccccc1S(=O)(=O)C2)N1CCN(Cc2ccccc2)CC1,-1,2
O=S(=O)(Nc1ccc(O)cc1)c1cccc2cccnc12,4,0
CN1CCN(c2ccc(CNC(=O)C3(C)Cc4c(-c5ccc(C(N)=O)cc5)ccnc4O3)cc2)CC1 (configuration not stated),3,-6
CC(Oc1ccc(Cl)cc1Cl)C(=O)Nc1ccc(N2CCN(C)CC2)cc1 (configuration not stated),15,5
CC(C)(C(=O)N1CCC1(C)C(=O)NS(=O)(=O)c1ccc(Cl)s1)c1ccccc1 (configuration not stated),3,0
Cn1c(=O)c2c(nc(SCC(=O)N3CCCCCC3)n2C)n(C)c1=O,-5,12
# Next structures follow:
SMILES,TAG inh,TAG inh DAPI viability
O=C(COc1ccc(S(=O)(=O)Nc2ccccc2)cc1)N1CCOCC1,2,-10
COc1ccc([C@H](C)NC[C@H](O)c2ccc(O)c(NC=O)c2)cc1,2,11
CN(CCn1ccnc1)Cc1cn(-c2ccccc2)nc1-c1ccc2c(c1)OCO2,-15,15
O=c1[nH]c2cccnc2n1Cc1ccccc1,28,-8
Brc1ccc(C2=CC(c3ccco3)n3ncnc3N2)cc1 (configuration not stated),-9,-2
CCOc1ccc(CCNC(=O)CCc2nc(-c3ccc(C)cc3)no2)cc1OCC,63*,-7.0*
COc1ccc(S(=O)(=O)CCC(=O)NC2CCCCC2)cc1,6,-10
CCN(CC)CCNC(=O)c1cc(-c2ccco2)nc2ccccc12,13,i
COc1ccc(S(=O)(=O)CC2(O)CCN(C(=O)C(C)(C)C)CC2)cc1,-16,-11
O=C(NC(=S)Nc1ccc(N2CCOCC2)cc1)c1ccccc1,11,-10
COc1ccc(C(OC(=O)c2ccco2)C(=O)NC(C)(C)C)cc1 (configuration not stated),4,-9
CCC(=O)c1ccc(CCCCCC(=O)O)s1,-1,0
O=C(/C=C/c1ccccc1)N/C(=C\c1ccco1)C(=O)O,-14,7
C#Cc1cccc(NC(=O)c2ccc3c(c2)C(=O)N(Cc2cccnc2)C3=O)c1,24,-7
CC1(C)CN=c2s/c(=C\c3ccc(Cl)cc3)c(=O)n2C1,-9,15
O=C(CN1C(=O)NC2(CCCCCC2)C1=O)Nc1ccccc1[N+](=O)[O-],4,-7
Cc1cc(C)cc(NC(=S)NC(=O)Cc2ccccc2)c1,-18,6
CCOC(=O)c1c(N=CN(C)C)c2cc([N+](=O)[O-])cnc2n1C,3,3
CCOC(=O)C1(Cc2ccccc2C(F)(F)F)CCN(C2CCN(C(C)C)CC2)CC1,3,22
Cc1ccccc1NC(=S)N(CCN(C)C)C(C)c1cccnc1 (configuration not stated),-3,3

# Two entries from above, with two lines to a compound.
# Every second line gives: TAG inh	TAG inh DAPI viability
- Cc1cc(C)cc(NC(=S)NC(=O)Cc2ccccc2)c1
    -18	6
- COc1ccc(C(OC(=O)c2ccco2)C(=O)NC(C)(C)C)cc1 (configuration not stated)
    4	-9

# (next part)
SMILES,TAG inh,TAG inh DAPI viability
O=C(NCCCN1CCOCC1)C1CCC(=O)N1CCc1ccccc1 (configuration not stated),-10,-5
C[C@H]1CN([C@@H](C)CO)C(=O)c2cccc(NC(=O)c3cnccn3)c2O[C@@H]1CN(C)C(=O)Nc1ccc2c(c1)OCO2,15,4
O=C(NC(=S)Nc1cnc2ccccc2c1)c1ccccc1,-3,-4
COc1ccc(S(=O)(=O)N2CCN(C3CCCCCCC3)CC2)cc1,-6,0
O=C(O)c1ccc(S(=O)(=O)NC2CC2)cc1,2,-1
CCOCCOC(=O)c1[nH]c2c(c1C)C(=O)CC(c1cccs1)C2 (configuration not stated),53*,-47*
Cn1c(=NN=Cc2ccccc2OCCO)sc2ccccc21,9,1
Cc1nc(SCC(=O)NC2CCS(=O)(=O)C2)c2c(C)c(C)sc2n1 (configuration not stated),15,-2
O=C(CCCOC(=O)c1ccc(O)cc1)c1ccccc1,-9,-1
CN1CCN(C2=Cc3ccccc3Sc3cc(F)c(F)cc32)CC1,20,10
CC(Sc1nc(-c2ccccc2)cc(C(F)(F)F)n1)C(=O)N1CCCC1 (configuration not stated),-4,-5
COc1ccc(C(=O)NC(=S)SCC(=O)O)cc1,1,-4

# Source: PubChem BioAssay (Sanford-Burnham Center for Chemical Genomics)
